# NSD2 block – inhibitors of human NSD2 methyltransferase. AID 624260. NSD2-SET H3K36me1 DELFIA fluorescence, biochemical. O96028. actives 0.07% (n = 44,000). inhibition, % at 12.5 µM; in the data active = inhibition above about 54%, passing the limit was not always enough; inconclusive = no clear call, values can overlap the other calls;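 also: inhibitors reduce the monomethyl H3K36 fluorescence signal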
# Target sequence (O96028 whole entry, looked up): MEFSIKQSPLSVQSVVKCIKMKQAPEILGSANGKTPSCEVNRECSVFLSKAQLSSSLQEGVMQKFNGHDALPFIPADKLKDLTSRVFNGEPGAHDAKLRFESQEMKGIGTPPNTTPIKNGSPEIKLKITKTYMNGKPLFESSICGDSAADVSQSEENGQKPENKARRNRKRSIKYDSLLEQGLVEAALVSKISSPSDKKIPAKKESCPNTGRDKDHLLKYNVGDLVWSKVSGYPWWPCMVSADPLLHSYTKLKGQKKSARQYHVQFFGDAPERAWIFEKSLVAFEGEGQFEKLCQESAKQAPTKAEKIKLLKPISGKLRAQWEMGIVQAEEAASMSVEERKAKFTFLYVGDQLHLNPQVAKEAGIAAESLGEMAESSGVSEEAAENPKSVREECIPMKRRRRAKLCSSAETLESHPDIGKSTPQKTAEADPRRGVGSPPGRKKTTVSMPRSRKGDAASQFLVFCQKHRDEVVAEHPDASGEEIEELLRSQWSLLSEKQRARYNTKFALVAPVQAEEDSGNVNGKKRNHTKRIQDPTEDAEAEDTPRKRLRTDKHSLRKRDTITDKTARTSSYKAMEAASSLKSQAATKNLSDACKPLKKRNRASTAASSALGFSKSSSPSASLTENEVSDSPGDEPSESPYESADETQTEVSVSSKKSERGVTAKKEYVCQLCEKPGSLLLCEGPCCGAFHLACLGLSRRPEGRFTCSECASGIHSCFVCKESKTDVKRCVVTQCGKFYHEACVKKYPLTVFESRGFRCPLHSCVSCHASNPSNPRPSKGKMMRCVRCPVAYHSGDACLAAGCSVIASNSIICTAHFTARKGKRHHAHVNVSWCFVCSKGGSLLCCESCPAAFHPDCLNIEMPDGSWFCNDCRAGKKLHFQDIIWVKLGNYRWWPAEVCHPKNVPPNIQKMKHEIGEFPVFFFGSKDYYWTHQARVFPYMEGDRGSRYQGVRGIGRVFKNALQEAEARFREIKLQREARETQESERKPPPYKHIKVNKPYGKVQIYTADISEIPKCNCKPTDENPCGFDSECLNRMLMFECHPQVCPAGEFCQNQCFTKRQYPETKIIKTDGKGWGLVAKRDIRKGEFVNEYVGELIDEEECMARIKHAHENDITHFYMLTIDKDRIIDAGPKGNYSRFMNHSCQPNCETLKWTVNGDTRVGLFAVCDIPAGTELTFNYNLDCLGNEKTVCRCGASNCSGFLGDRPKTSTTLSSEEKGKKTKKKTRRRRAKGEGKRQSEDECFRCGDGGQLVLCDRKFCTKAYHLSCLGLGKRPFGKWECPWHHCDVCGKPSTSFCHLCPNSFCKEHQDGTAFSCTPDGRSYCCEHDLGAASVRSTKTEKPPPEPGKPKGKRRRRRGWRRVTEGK
# Starred values were filed as active, the others as inactive; ? = inconclusive.
NSD2 block	Molecule
-5.9	C[C@H]1CN([C@@H](C)CO)C(=O)Cc2cc(NC(=O)Nc3ccccc3)ccc2O[C@H]1CN(C)C(=O)Nc1cccc2ccccc12
-3.4	C[C@H]1CN([C@@H](C)CO)C(=O)c2cc(-c3ccc(F)cc3)cnc2O[C@H]1CN(C)C(=O)c1ccccc1F
?	C[C@H]1CN([C@@H](C)CO)C(=O)c2cc(C#Cc3ccncc3)cnc2O[C@@H]1CN(C)CC1CCOCC1
3.4	C[C@@H]1CN([C@@H](C)CO)C(=O)c2cc(NC(=O)Nc3ccc4c(c3)OCO4)ccc2O[C@@H](C)CCCCO[C@@H]1CN(C)S(=O)(=O)c1cn(C)cn1
0.5	C[C@@H]1CN([C@@H](C)CO)C(=O)c2cccc(NC(=O)Nc3ccc(C(F)(F)F)cc3)c2O[C@H]1CN(C)S(C)(=O)=O
-3.6	C[C@H]1CN([C@@H](C)CO)C(=O)c2cc(/C=C/c3ccccc3)cnc2O[C@@H]1CN(C)C(=O)c1ccc(F)cc1
1.3	C[C@@H]1CCCCO[C@H](CN(C)S(=O)(=O)c2ccc(F)cc2)[C@@H](C)CN([C@@H](C)CO)C(=O)c2cc(NS(=O)(=O)c3cn(C)cn3)ccc2O1
-3.0	C[C@@H]1CCCCO[C@H](CN(C)Cc2ccc(C(F)(F)F)cc2)[C@@H](C)CN([C@@H](C)CO)C(=O)c2cc(NC(=O)Nc3ccc(F)cc3)ccc2O1
-8.2	C[C@@H]1CN([C@H](C)CO)S(=O)(=O)c2ccc(-c3cncnc3)cc2O[C@@H]1CN(C)C(=O)CC1CC1
0.7	CC1C(=O)c2cc3c(cc2CCN(C)Cc2c1ccc1c2OCO1)OCO3 (centres undefined)
-8.9	C[C@@H]1CN([C@H](C)CO)C(=O)c2cc(C#Cc3ccncc3)cnc2O[C@H]1CN(C)C(=O)CN(C)C
6.0	COc1ccc(/C=N/NC(=O)CCCCCC(=O)Nc2ccccc2O)c(OC)c1
-10.1	CCCN(C)C[C@H]1OCCCC[C@H](C)Oc2ccc(NS(=O)(=O)c3c(C)noc3C)cc2C(=O)N([C@H](C)CO)C[C@H]1C
2.9	O=C(C[C@H]1C=C[C@H](NC(=O)CN2CCOCC2)[C@H](CO)O1)NCc1cccc(F)c1
1.4	C[C@@H]1CN([C@H](C)CO)C(=O)c2cc(NC(=O)Cc3ccccc3)ccc2O[C@@H](C)CCCCO[C@@H]1CN(C)S(C)(=O)=O
-4.3	C/C=C/C#CC#C[C@@H](O[C@@H]1O[C@H](CO)[C@@H](O)[C@H](O)[C@H]1O)[C@H](O)/C=C/CCCO
-3.2	C[C@@H]1CN([C@@H](C)CO)C(=O)c2cc(NS(=O)(=O)c3cn(C)cn3)ccc2O[C@@H](C)CCCCO[C@@H]1CN(C)C(=O)Nc1ccc(C(F)(F)F)cc1
1.8	C[C@H](NC(=O)C[C@H]1CC[C@@H](NC(=O)c2cccnc2)[C@@H](CO)O1)c1ccccc1
4.5	CC(C)NC(=O)N(C)C[C@H]1Oc2c(NS(C)(=O)=O)cccc2C(=O)N([C@@H](C)CO)C[C@H]1C
2.0	C=C[C@@H](OC)[C@H](OC(=O)Nc1ccc(SC)cc1)c1ccc(OCCO)cc1

# Single values from the list:
# C[C@H](NC(=O)C[C@H]1CC[C@@H](NC(=O)c2cccnc2)[C@@H](CO)O1)c1ccccc1 | NSD2 block = 1.8
# COc1ccc(/C=N/NC(=O)CCCCCC(=O)Nc2ccccc2O)c(OC)c1 | NSD2 block = 6.0

# Further results:
NSD2 block	Molecule
-5.8	C[C@@H]1CN([C@@H](C)CO)C(=O)Cc2cc(NC(=O)Cc3ccccc3)ccc2O[C@@H]1CN(C)Cc1ccc(Cl)c(Cl)c1
2.5	CNC[C@H]1OCCCC[C@@H](C)Oc2ccc(NC(=O)Nc3ccc4c(c3)OCO4)cc2C(=O)N([C@@H](C)CO)C[C@H]1C
1.3	C[C@@H]1CCCCO[C@@H](CN(C)C(=O)Nc2cccc3ccccc23)[C@H](C)CN([C@H](C)CO)C(=O)c2cc(NS(C)(=O)=O)ccc2O1
1.2	CCCNC(=O)N(C)C[C@H]1Oc2cc(C#CC(C)(C)O)ccc2S(=O)(=O)N([C@H](C)CO)C[C@@H]1C
-2.0	COc1ccc(S(=O)(=O)Nc2ccc3c(c2)CC(=O)N([C@H](C)CO)C[C@@H](C)[C@@H](CN(C)Cc2ccc(-c4ccccc4)cc2)O3)cc1
-1.7	C[C@@H]1CN([C@H](C)CO)C(=O)c2cccc(NC(=O)c3ccncc3)c2O[C@@H]1CN(C)Cc1ccc2c(c1)OCO2
13.7	C[C@H](CO)N1C[C@H](C)[C@@H](CN(C)CC2CC2)Oc2ccc(NC(=O)CCCN(C)C)cc2C1=O
2.2	C[C@@H](O)C#Cc1cnc2c(c1)C(=O)N([C@@H](C)CO)C[C@H](C)[C@H](CN(C)CC1CCOCC1)O2
3.4	C[C@H](CO)N1C[C@H](C)[C@@H](CN(C)C(=O)Cc2ccccc2)OCCCC[C@H](C)Oc2ccc(NC(=O)NC3CCCCC3)cc2C1=O
6.3	C[C@H](CO)N1C[C@H](C)[C@H](CN(C)Cc2ccncc2)Oc2ccc(NC(=O)Nc3ccccc3)cc2CC1=O
-0.5	CC(C)Nc1cccnc1N1CCN(C(=O)c2cc3cc(O)ccc3[nH]2)CC1
0.7	Cc1cc(C(=O)Nc2cccc3c2O[C@H](CN(C)C(=O)NC2CCCCC2)[C@@H](C)CN([C@@H](C)CO)C3=O)n(C)n1
0.3	COc1ccc(NC(=O)N(C)C[C@H]2Oc3c(NC(=O)Nc4ccc(F)cc4)cccc3C(=O)N([C@H](C)CO)C[C@H]2C)cc1
7.3	CCCN(C)C[C@H]1OCCCC[C@@H](C)Oc2ccc(NC(=O)CCCN(C)C)cc2C(=O)N([C@@H](C)CO)C[C@@H]1C
-8.1	Cc1ccc(S(=O)(=O)N(C)C[C@H]2OCCCC[C@@H](C)Oc3ccc(NC(=O)Nc4ccccc4)cc3C(=O)N([C@H](C)CO)C[C@@H]2C)cc1
4.4	C[C@@H]1CN([C@@H](C)CO)C(=O)c2cc(NC(=O)CCC(F)(F)F)ccc2O[C@@H]1CN(C)S(=O)(=O)c1cccs1
4.2	C[C@@H]1CN([C@H](C)CO)C(=O)c2cc(-c3cccc(C(=O)N(C)C)c3)cnc2O[C@H]1CN(C)S(=O)(=O)c1ccccc1
14.3	CCCC#Cc1ccc2c(c1)O[C@@H](CN(C)Cc1ccc3c(c1)OCO3)[C@H](C)CN([C@H](C)CO)S2(=O)=O
-3.1	COc1cccc(C#Cc2cnc3c(c2)C(=O)N([C@@H](C)CO)C[C@H](C)[C@H](CN(C)C(C)=O)O3)c1
-3.7	C[C@H](CO)N1C[C@H](C)[C@H](CN(C)C(=O)Nc2ccc3c(c2)OCO3)Oc2ncc(-c3cccc(F)c3)cc2C1=O
-5.0	COc1ccc(NC(=O)Nc2ccc3c(c2)C(=O)N([C@@H](C)CO)C[C@@H](C)[C@@H](CN(C)C(=O)Nc2cccc4ccccc24)O3)cc1
-0.4	C[C@H](CO)N1C[C@H](C)[C@@H](CN(C)C(=O)Nc2ccccc2)Oc2ncc(-c3ccc(C#N)cc3)cc2C1=O
1.1	C[C@H]1CN([C@@H](C)CO)C(=O)Cc2cc(NC(=O)CCC(F)(F)F)ccc2O[C@@H]1CN(C)S(=O)(=O)c1ccc(F)cc1
17.8	COc1ccc(NC(=O)N(C)C[C@H]2Oc3ccc(NS(=O)(=O)c4c(C)noc4C)cc3CC(=O)N([C@H](C)CO)C[C@@H]2C)cc1
-8.5	CC(C)(C)OC(=O)Nc1ncnc2c1ncn2C1OC(CO)C2OC(C)(C)OC21 (centres undefined)
1.3	C[C@H](CO)N1C[C@H](C)[C@@H](CN(C)S(=O)(=O)c2ccccc2)Oc2ccc(NC(=O)Cc3cn(C)c4ccccc34)cc2CC1=O
0.3	C[C@H](CO)N1C[C@H](C)[C@@H](CN(C)Cc2ccccc2)Oc2c(NC(=O)C3CCCCC3)cccc2C1=O
-1.6	Cc1ccc(S(=O)(=O)N(C)C[C@@H]2OCCCC[C@H](C)Oc3ccc(NC(=O)C4CCCCC4)cc3C(=O)N([C@H](C)CO)C[C@@H]2C)cc1
0.0	Cc1ccc(S(=O)(=O)N(C)C[C@@H]2Oc3c(NC(=O)c4nc5ccccc5s4)cccc3C(=O)N([C@H](C)CO)C[C@H]2C)cc1
2.9	C[C@H](CO)N1C[C@H](C)[C@@H](CN(C)S(=O)(=O)c2ccc(F)cc2)Oc2ccc(NC(=O)CCN3CCOCC3)cc2C1=O

# Three compounds already listed, arranged by length of the SMILES, ascending:
NSD2 block	Molecule
-8.9	C[C@@H]1CN([C@H](C)CO)C(=O)c2cc(C#Cc3ccncc3)cnc2O[C@H]1CN(C)C(=O)CN(C)C
-8.1	Cc1ccc(S(=O)(=O)N(C)C[C@H]2OCCCC[C@@H](C)Oc3ccc(NC(=O)Nc4ccccc4)cc3C(=O)N([C@H](C)CO)C[C@@H]2C)cc1
-3.2	C[C@@H]1CN([C@@H](C)CO)C(=O)c2cc(NS(=O)(=O)c3cn(C)cn3)ccc2O[C@@H](C)CCCCO[C@@H]1CN(C)C(=O)Nc1ccc(C(F)(F)F)cc1

# Next section
NSD2 block	Molecule
2.3	Cc1noc(C)c1S(=O)(=O)Nc1ccc2c(c1)C(=O)N([C@@H](C)CO)C[C@H](C)[C@@H](CN(C)Cc1ccccc1)O2
4.6	C[C@H](CO)N1C[C@H](C)[C@H](CN(C)Cc2ccc(C(=O)O)cc2)OCCCC[C@H](C)Oc2ccc(NC(=O)Nc3ccc4c(c3)OCO4)cc2C1=O
0.3	O=C(C[C@@H]1C=C[C@@H](NC(=O)Cc2ccccn2)[C@@H](CO)O1)NCCCN1CCOCC1
-9.6	COc1ccc(S(=O)(=O)Nc2ccc3c(c2)CC(=O)N([C@H](C)CO)C[C@H](C)[C@@H](CN(C)Cc2ccc(-c4ccccc4)cc2)O3)cc1
-0.2	COc1ccc(NC(=O)N(C)C[C@@H]2Oc3ccc(NC(=O)Cn4cnnn4)cc3CC(=O)N([C@@H](C)CO)C[C@@H]2C)cc1
3.9	C[C@@H]1O[C@@H](O[C@H]2[C@@H](Oc3cc(O)c4c(c3)O[C@H](c3ccc(O)cc3)CC4=O)O[C@H](CO)[C@@H](O)[C@@H]2O)[C@H](O)[C@H](O)[C@H]1O
-2.8	CCCC#Cc1ccc2c(c1)O[C@H](CN(C)C(C)=O)[C@H](C)CN([C@@H](C)CO)S2(=O)=O
5.0	C[C@H](CO)N1C[C@H](C)[C@H](CN(C)S(=O)(=O)c2cccs2)Oc2ncc(-c3cc4ccccc4o3)cc2C1=O
2.1	C[C@@H]1CN([C@H](C)CO)C(=O)Cc2cc(NC(=O)Nc3ccccc3)ccc2O[C@@H]1CN(C)Cc1ccc(C(=O)Nc2ccccc2N)cc1
-4.1	CCC(=O)N(C)C[C@H]1Oc2ncc(-c3ccccc3OC)cc2C(=O)N([C@@H](C)CO)C[C@H]1C
-0.2	C/C=C/c1ccc2c(c1)O[C@H](CN(C)C(=O)CN(C)C)[C@@H](C)CN([C@H](C)CO)S2(=O)=O
4.8	C[C@H](CO)N1C[C@H](C)[C@H](CN(C)S(=O)(=O)c2cn(C)cn2)Oc2c(NC(=O)CCCCCC(=O)Nc3ccccc3N)cccc2C1=O
-0.2	C[C@H](CO)N1C[C@H](C)[C@H](CN(C)Cc2cccc(F)c2)Oc2cc(C#CC3CC3)ccc2S1(=O)=O
5.2	C[C@@H]1CN([C@H](C)CO)C(=O)c2cc(NC(=O)CCCN(C)C)ccc2O[C@H]1CN(C)Cc1ccc(-c2ccccc2)cc1
2.7	C[C@H]1CN([C@@H](C)CO)C(=O)c2cc(NS(=O)(=O)c3cn(C)cn3)ccc2O[C@@H]1CN(C)C(=O)Nc1ccc2c(c1)OCO2
-3.5	C[C@@H]1CN([C@H](C)CO)C(=O)Cc2cc(NC(=O)Nc3ccccc3)ccc2O[C@@H]1CN(C)S(=O)(=O)c1ccc(Cl)cc1
17.6	CN(C)C(=O)C[C@@H]1C[C@@H]2c3cc(NC(=O)Nc4ccccc4F)ccc3O[C@@H]2[C@@H](CO)O1
-4.4	COCC#Cc1ccc2c(c1)O[C@@H](CN(C)S(=O)(=O)c1ccc(C)cc1)[C@@H](C)CN([C@@H](C)CO)S2(=O)=O
-16.8	C[C@H]1CN([C@@H](C)CO)C(=O)c2cccc(N(C)C)c2O[C@@H]1CN(C)Cc1ccc(-c2ccccc2)cc1
-2.6	Cc1ccc(-c2cnc3c(c2)C(=O)N([C@H](C)CO)C[C@H](C)[C@@H](CN(C)C(=O)Cc2cccnc2)O3)cc1

# Random excerpt: 2 records from the list.
NSD2 block	Molecule
-2.6	Cc1ccc(-c2cnc3c(c2)C(=O)N([C@H](C)CO)C[C@H](C)[C@@H](CN(C)C(=O)Cc2cccnc2)O3)cc1
5.2	C[C@@H]1CN([C@H](C)CO)C(=O)c2cc(NC(=O)CCCN(C)C)ccc2O[C@H]1CN(C)Cc1ccc(-c2ccccc2)cc1

# More results:
NSD2 block	Molecule
-10.8	Cc1ccc(SCc2cc(=O)[nH]c(Nc3nc(C)c4ccccc4n3)n2)cc1
11.0	C[C@H]1CN([C@@H](C)CO)C(=O)c2cccc(NC(=O)Nc3ccc4c(c3)OCO4)c2O[C@@H]1CN(C)S(=O)(=O)c1ccc(F)cc1
4.8	C[C@H](CO)N1C[C@H](C)[C@@H](CN(C)C)Oc2ccc(NC(=O)CCN3CCOCC3)cc2C1=O
-0.2	C[C@@H]1CN([C@@H](C)CO)C(=O)c2cc(NC(=O)Cn3cnnn3)ccc2O[C@@H]1CN(C)C(=O)Nc1ccc(F)cc1
1.3	C[C@H]1CN([C@@H](C)CO)C(=O)Cc2cc(NC(=O)CCCCCC(=O)Nc3ccccc3N)ccc2O[C@@H]1CN(C)S(=O)(=O)c1ccccc1
-0.5	O=C(Nc1ccc(C(F)(F)F)cc1)Nc1ccc2c(c1)[C@@H]1C[C@H](CC(=O)N3CCc4ccccc4C3)O[C@@H](CO)[C@@H]1O2
0.0	Cc1noc(C)c1NC(=O)Nc1ccc2c(c1)C(=O)N([C@@H](C)CO)C[C@@H](C)[C@@H](CN(C)Cc1ccc(C(=O)O)cc1)OCCCC[C@@H](C)O2
2.6	C[C@@H]1CCCCO[C@@H](CN(C)S(=O)(=O)c2ccccc2)[C@@H](C)CN([C@H](C)CO)C(=O)c2cc(NC(=O)Nc3ccc4c(c3)OCO4)ccc2O1
0.0	CCOc1csc2nc(C)cc(C)c12

# High-throughput results from PubChem.

# The list is partial; the hit share may differ from the screen's.
